# Source: PubChem BioAssay
# tim23-1 inh: growth inhibitors of tim23-1 mutant yeast, primary screen, luminescence, uHTS | S. cerevisiae tim23-1 growth, BacTiter-Glo luminescence, 24 h | inhibition, % at 20 µM | hit rate 1.3% among 330,000;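 active = growth inhibition of the mutant yeast at or above 50%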;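 note: temperature-sensitive mutant grown at 25 °C; plate controls were DMSO-treated mutant yeast for no effect and medium wells lacking yeast for full effect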
# Mdm2 MdmX PPI: inhibitors of human Mdm2-MdmX association, primary screen, cell-based, luminescence, split luciferase, SaOS-2, uHTS. inhibition, % at 8 µM. hit rate 3% among 330,000. Protein Mdm4 (Homo sapiens) + E3 ubiquitin-protein ligase Mdm2 (Homo sapiens), …. SaOS-2 split-luciferase Mdm2/MdmX complementation. AID 485346, 2010;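 active = inhibition of at least 50% at 8 µM in the primary screen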
# Target sequence (O15151 whole entry, looked up): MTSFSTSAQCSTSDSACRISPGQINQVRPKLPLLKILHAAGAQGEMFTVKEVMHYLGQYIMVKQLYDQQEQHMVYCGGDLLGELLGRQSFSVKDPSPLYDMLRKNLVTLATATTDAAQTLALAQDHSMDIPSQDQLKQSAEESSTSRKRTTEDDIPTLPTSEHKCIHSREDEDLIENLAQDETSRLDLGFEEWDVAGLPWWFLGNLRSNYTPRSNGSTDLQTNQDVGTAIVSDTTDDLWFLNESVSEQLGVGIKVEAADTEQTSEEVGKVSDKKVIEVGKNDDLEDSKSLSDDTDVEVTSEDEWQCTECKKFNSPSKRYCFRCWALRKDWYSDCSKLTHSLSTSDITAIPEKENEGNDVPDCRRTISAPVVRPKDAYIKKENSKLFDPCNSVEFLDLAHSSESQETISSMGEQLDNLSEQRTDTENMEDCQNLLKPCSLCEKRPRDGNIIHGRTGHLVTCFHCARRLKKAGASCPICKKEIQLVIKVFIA
# Target sequence (Q00987 whole entry, looked up): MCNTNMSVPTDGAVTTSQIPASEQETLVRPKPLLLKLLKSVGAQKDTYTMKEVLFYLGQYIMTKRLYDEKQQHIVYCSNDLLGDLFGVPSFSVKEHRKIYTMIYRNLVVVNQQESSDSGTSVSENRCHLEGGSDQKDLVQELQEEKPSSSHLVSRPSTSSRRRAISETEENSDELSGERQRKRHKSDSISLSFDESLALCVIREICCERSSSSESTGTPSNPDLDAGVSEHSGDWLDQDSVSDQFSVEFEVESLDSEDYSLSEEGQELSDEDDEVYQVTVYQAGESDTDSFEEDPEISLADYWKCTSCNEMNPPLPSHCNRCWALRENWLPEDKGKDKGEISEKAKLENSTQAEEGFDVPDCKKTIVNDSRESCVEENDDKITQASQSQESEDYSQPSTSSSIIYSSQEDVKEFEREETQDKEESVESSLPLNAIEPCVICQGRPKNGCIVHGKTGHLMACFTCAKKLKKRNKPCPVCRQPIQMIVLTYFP
# TIM10 inh: growth inhibitors of isogenic TIM10 control yeast, primary screen, counter-screen for tim10-1 yeast inhibitor project, luminescence, uHTS | inhibition, % at 10 µM | hit rate 1.4% among 330,000 | AID 463195, 2010 | S. cerevisiae TIM10 strain growth, BacTiter-Glo luminescence, 24 h;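 active = inhibition of 40% or more at the single tested concentration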;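 note: wild-type TIM10 isogenic control strain grown at permissive 25 °C; 0% = DMSO yeast wells and 100% = minimal medium wells without yeast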
# tim10-1 inh: growth inhibitors of tim10-1 mutant yeast, primary screen, luminescence, uHTS; hit rate 2.2% among 330,000; S. cerevisiae tim10-1 ts strain growth, BacTiter-Glo, 24 h; AID 463190, 2010; inhibition, % at 20 µM;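 active = inhibition of at least 40%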;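 note: mutant grown at 25 °C; 0% = DMSO wells with yeast and 100% = wells holding no yeast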
# CXCR6 inh: CXCR6 receptor inhibitors, primary screen, cell-based, beta-arrestin, luminescence, CHO-K1 PathHunter, 1536-well; C-X-C chemokine receptor type 6 (Homo sapiens), O00574; inhibition, % at 20 µM; hit rate 0.36% among 360,000; in the data active = inhibition above about 34%, passing the limit was not always enough;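 note: antagonist mode with CXCL16 agonist at 10 nM final; 0% = 10 nM CXCL16 with DMSO and 100% = unstimulated wells without agonist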
# XBP1 UPR activ: activators of adaptive XBP1 UPR arm, primary screen, cell-based, CHO-XBP1 luciferase reporter, luminescence, uHTS; IRE1-XBP1 UPR activation; percent of tunicamycin response, DMSO as zero; activation, % at 20 µM; hit rate 0.33% among 330,000;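 active = versus positive control, 20 µM dose yields 30% or more activation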;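 note: 100% = tunicamycin at 10 µg/mL and 0% = DMSO only wells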
#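 Material: CHO cell line with stable XBP1 luciferase reporter; buffer or medium: F12 medium containing 10% fetal bovine serum; compound: single point, 20 µM final compound, 1% DMSO; incubation: 6 h treatment, 37 °C; measured by: glow luminescence from Steady-Glo reagent; evaluation: activation, % of tunicamycin; control set: tunicamycin high, DMSO low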
# CHOP UPR activ: activators of apoptotic CHOP UPR arm, primary screen, cell-based, CHO-CHOP luciferase reporter, luminescence, uHTS; AID 449763, 2010; UPR activation; percent of tunicamycin response over DMSO baseline; hit rate 0.34% among 330,000; activation, % at 10 µM;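 active = at 10 µM dose, activation of 40% or more, normalized to positive control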;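 note: 100% = tunicamycin at 10 µg/mL and 0% = DMSO alone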
#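 System: CHO-CHOP luciferase reporter cell line; amount: 500 cells/well; buffer or medium: F12 medium containing 10% fetal bovine serum; incubation: 6 h compound exposure at 37 °C after overnight seeding; measured by: luciferase luminescence after 10 min with Steady-Glo reagent; evaluation: % reporter activation, DMSO baseline versus tunicamycin full activation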
# APJ agonist: agonists of human apelin receptor APJ, primary screen, CHO-K1 cells, PathHunter beta-arrestin, luminescence | 0% DMSO wells, 100% apelin | activation, % at 20 µM | hit rate 0.11% among 330,000;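 active = activation more than six SD over the plate average, tested at 20 µM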;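 note: 0% = DMSO alone and 100% = apelin-13 at 10 nM; some results filed as inactive read as strong as hits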
#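 Assay system: CHO-K1 cells stably expressing ProLink-tagged human APJ and arrestin–beta-gal acceptor. Compound dosing: 20 µM single point, 1% DMSO. Times: 16-18 h seeding, 90 min dark compound exposure, 60 min detection. Detection: beta-gal luminescence. Evaluation: APJ–arrestin association signal. Controls: negative DMSO alone, positive Apelin-13 at 10 nM.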
# APJ antag: antagonists of human apelin receptor APJ, primary screen, CHO-K1 cells, beta-arrestin complementation, luminescence; inhibition, % at 20 µM; hit rate 0.32% among 330,000; AID 2521, 2010;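 active = inhibition above about 40% at 20 µM, limit read from the data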;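 note: cells challenged with 10 nM apelin-13 agonist together with compound; plate controls were apelin-13 plus DMSO wells for no effect and DMSO wells lacking apelin-13 for full effect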
# An asterisk follows results filed as active; x = no result given; & = joins results of further samples. A portion of the library (hit frequency here may not be typical).
1	CCN1CCN(Cc2ccc(NC(=O)c3cc(NC(=O)c4cc5cccc(OC)c5o4)cc(OC)c3)cc2C(F)(F)F)CC1
2	COc1cc(OC)cc(C(=O)Nc2ncc3c(n2)CC(C)(C)CC3=O)c1
3	OCC1CCCN(c2nc(CN3CCCCC3)nc3scc(-c4ccccc4)c23)C1 (stereo not drawn)
4	O=C(COC(=O)c1ccco1)NCC1CCCCC1
5	Cc1ccc(CCNC(=O)CN(c2ccc(C)cc2)S(=O)(=O)c2c(C)noc2C)cc1
6	COC(=O)c1ccc(C)c(NS(=O)(=O)c2ccc(OC)c(OC)c2)c1

Compound,1,2,3,4,5,6
tim23-1 inh,10,6,32,28,18,-10
Mdm2 MdmX PPI,98*,19,19,-4,0,-2
TIM10 inh,15,-16,17,9,17,-9
tim10-1 inh,5,6,40*,12,24,9
CXCR6 inh,10&9,-6,4,-1,6,5
XBP1 UPR activ,7,6,2,-2,-5,2
CHOP UPR activ,3.4,1.5,-0.4,-0.6,-0.1,-0.4
APJ agonist,-4,1,-4,10,1,-2
APJ antag,10,-10,6,6,7,2

7	Cc1ccnc(NC(=O)CSc2ccccn2)c1
8	Cc1cc(C)nc(SCc2ccc(Cl)cc2)n1
9	COc1ccccc1C(=O)Nc1nc2cc3c(cc2s1)OCCO3
10	COCCn1c(SCc2ccccc2Cl)nc2c1c(=O)[nH]c(=O)n2C
11	C=CCNC(=O)c1ccc(N(Cc2ccc(Cl)cc2)S(C)(=O)=O)cc1
12	NCCCC[C@H]1CNC(=S)N1CC1(c2ccccc2)CC1

Compound,7,8,9,10,11,12
tim23-1 inh,3,6,34,19,13,11
Mdm2 MdmX PPI,7,17,-225,9,19,5
TIM10 inh,-5,13,-10,5,5,8
tim10-1 inh,-4,-2,43*,15,4,-7
CXCR6 inh,1,-4,-4,5,4,2
XBP1 UPR activ,0,-4,0,-2,1,2
CHOP UPR activ,2.9,1.9,2.0,-2.9,-0.2,0.3
APJ agonist,-2,-3,10,1,-2,0
APJ antag,-1,3,-12,4,16,15

# The list goes on, starting with the last three of the part before.
10	COCCn1c(SCc2ccccc2Cl)nc2c1c(=O)[nH]c(=O)n2C
11	C=CCNC(=O)c1ccc(N(Cc2ccc(Cl)cc2)S(C)(=O)=O)cc1
12	NCCCC[C@H]1CNC(=S)N1CC1(c2ccccc2)CC1
13	O=C(c1ccccc1)c1nnc(-c2ccccc2F)o1
14	COc1ccccc1CNC(=O)COc1ccc2c(c1)CCC2
15	CCCS(=O)(=O)N1CCC(C(=O)NCCN(C)Cc2ccccc2)CC1
16	CCc1nnc2c3cnn(-c4ccccc4)c3ncn12
17	CCN(CC)c1ccc(/C=C2\CCC(/C=N/NC(=O)c3ccc(=O)n(C)c3)=C2N2CCOCC2)cc1
18	Cc1cc2n(n1)C(c1ccc3c(c1)OCO3)Nc1c(C)cccc1-2 (stereo not drawn)

Compound,10,11,12,13,14,15,16,17,18
tim23-1 inh,19,13,11,15,14,-6,-12,22,35
Mdm2 MdmX PPI,9,19,5,-24,-11,4,-7,30,20
TIM10 inh,5,5,8,13,-9,6,-4,6,24
tim10-1 inh,15,4,-7,18,-10,1,6,8,33
CXCR6 inh,5,4,2,4,7,6,-2,4,4
XBP1 UPR activ,-2,1,2,-3,1,-1,4,1,0
CHOP UPR activ,-2.9,-0.2,0.3,-4.5,-0.1,-2.9,5.6,4.4,1.8
APJ agonist,1,-2,0,-2,-4,-5,1,-2,-2
APJ antag,4,16,15,11,-17,15,1,5,9

# Arranged by value in CXCR6 inh (descending): 4 of the compounds above
cpd	SMILES	CXCR6 inh
15	CCCS(=O)(=O)N1CCC(C(=O)NCCN(C)Cc2ccccc2)CC1	6
18	Cc1cc2n(n1)C(c1ccc3c(c1)OCO3)Nc1c(C)cccc1-2 (stereo not drawn)	4
7	Cc1ccnc(NC(=O)CSc2ccccn2)c1	1
4	O=C(COC(=O)c1ccco1)NCC1CCCCC1	-1

# An excerpt of these results, with tabs.
item	molecule	tim23-1 inh	Mdm2 MdmX PPI	TIM10 inh	tim10-1 inh	CXCR6 inh	XBP1 UPR activ	CHOP UPR activ	APJ agonist	APJ antag
17	CCN(CC)c1ccc(/C=C2\CCC(/C=N/NC(=O)c3ccc(=O)n(C)c3)=C2N2CCOCC2)cc1	22	30	6	8	4	1	4.4	-2	5
18	Cc1cc2n(n1)C(c1ccc3c(c1)OCO3)Nc1c(C)cccc1-2 (stereo not drawn)	35	20	24	33	4	0	1.8	-2	9

# (more compounds)
19	COc1cccc(C2=NOC(C(=O)NCc3cccnc3)C2)c1 (stereo not drawn)
20	Cc1ccc(-c2nc(CSCC(=O)NCCN3CCN(Cc4ccccc4)CC3)c(C)o2)cc1
21	Nc1c(-c2ccccc2)cnn1-c1cccc(C(F)(F)F)c1
22	Nc1nnc(SCC(=O)c2ccc3ccccc3c2)s1
23	O=C(c1ccc(NC(=O)C2(c3ccccc3)CCOCC2)cc1)N1CCOCC1
24	CN(C)C(CNC(=O)C1CC(=O)N(Cc2ccccc2)C1)c1ccccc1 (stereo not drawn)

Compound,19,20,21,22,23,24
tim23-1 inh,10,7,-16,-14,8,-8
Mdm2 MdmX PPI,0,28,-79,-77,15,6
TIM10 inh,-1,-3,-41,10,1,-7
tim10-1 inh,9,18,-25,37,2,-11
CXCR6 inh,-5,-9,0,x,3,-1
XBP1 UPR activ,4,3,2,3,-2,-1
CHOP UPR activ,1.2,2.1,2.0,4.4,-0.5,0.8
APJ agonist,0,-3,-3,-3,-1,-4
APJ antag,-4,-2,19,11,-1,19

25	CCNC(=O)CC1SC(=Nc2ccc(C)c([N+](=O)[O-])c2)N(C)C1=O (stereo not drawn)
26	O=C(c1ccc(Br)o1)N1CCN(c2ccc(F)cc2)CC1
27	Cc1ccc(CNC(=O)CNS(=O)(=O)c2ccc(Br)s2)cc1
28	Cc1cccc(NCc2cc(Cl)ccc2O)n1

Compound,25,26,27,28
tim23-1 inh,3,4,10,16
Mdm2 MdmX PPI,22,25,5,15
TIM10 inh,-6,14,3,-5
tim10-1 inh,12,17,18,1
CXCR6 inh,-1,-1,0,-2
XBP1 UPR activ,-2,-2,-3,0
CHOP UPR activ,0.1,1.1,0.8,3.9
APJ agonist,-5,-4,-2,-1
APJ antag,15,-9,0,10
